# Source: PubChem (several laboratories)
# NCOA1 inh: inhibits human SRC1 coactivator | Q15788 | HEK293 GAL4-SRC1 luciferase reporter, luminescence | inhibition, % at 3.6 µM | 360,000 tested, 0.12% active;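 active = inhibition above the campaign mean plus 3 SD, with each screening campaign given its own cutoff, cut at about 60% in these data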;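 note: 0% = DMSO treated cells and 100% = gossypol at 36 µM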
# Target sequence (Q15788 whole entry, looked up, the tested form may be a part): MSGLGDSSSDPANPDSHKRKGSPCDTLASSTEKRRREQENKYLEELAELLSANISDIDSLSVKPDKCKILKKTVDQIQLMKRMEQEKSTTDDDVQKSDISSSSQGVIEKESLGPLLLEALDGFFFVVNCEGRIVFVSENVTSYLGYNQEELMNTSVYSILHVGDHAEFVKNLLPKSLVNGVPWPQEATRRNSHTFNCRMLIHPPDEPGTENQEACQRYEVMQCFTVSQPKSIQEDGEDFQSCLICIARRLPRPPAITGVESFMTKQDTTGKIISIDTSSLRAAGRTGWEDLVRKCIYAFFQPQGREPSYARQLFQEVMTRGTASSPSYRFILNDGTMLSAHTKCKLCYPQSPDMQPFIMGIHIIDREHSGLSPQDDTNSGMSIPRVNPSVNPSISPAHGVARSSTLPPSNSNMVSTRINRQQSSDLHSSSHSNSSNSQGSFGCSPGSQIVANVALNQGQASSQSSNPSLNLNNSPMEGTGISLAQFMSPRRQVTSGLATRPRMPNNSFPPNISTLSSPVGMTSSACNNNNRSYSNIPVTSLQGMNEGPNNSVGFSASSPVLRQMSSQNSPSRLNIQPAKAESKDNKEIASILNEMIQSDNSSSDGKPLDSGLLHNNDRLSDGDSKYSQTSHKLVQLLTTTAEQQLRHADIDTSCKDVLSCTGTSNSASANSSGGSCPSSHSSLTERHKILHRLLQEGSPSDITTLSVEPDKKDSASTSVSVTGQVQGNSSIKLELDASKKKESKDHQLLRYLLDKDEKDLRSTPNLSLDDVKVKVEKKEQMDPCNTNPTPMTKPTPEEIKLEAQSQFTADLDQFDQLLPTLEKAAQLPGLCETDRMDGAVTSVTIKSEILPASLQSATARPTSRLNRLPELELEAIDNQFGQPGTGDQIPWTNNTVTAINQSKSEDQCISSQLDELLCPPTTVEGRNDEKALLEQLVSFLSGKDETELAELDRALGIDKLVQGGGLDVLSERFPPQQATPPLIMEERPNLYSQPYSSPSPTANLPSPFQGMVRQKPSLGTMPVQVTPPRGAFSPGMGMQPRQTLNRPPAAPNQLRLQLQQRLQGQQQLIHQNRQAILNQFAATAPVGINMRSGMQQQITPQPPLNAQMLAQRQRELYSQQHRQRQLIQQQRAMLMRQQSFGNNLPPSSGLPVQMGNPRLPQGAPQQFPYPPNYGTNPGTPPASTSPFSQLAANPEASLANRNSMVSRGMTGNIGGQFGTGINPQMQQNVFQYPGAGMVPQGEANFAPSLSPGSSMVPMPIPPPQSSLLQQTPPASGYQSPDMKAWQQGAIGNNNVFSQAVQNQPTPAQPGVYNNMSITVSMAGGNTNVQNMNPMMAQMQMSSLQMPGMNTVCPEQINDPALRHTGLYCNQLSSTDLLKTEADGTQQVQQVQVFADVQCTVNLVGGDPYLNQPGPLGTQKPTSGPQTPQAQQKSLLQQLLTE
# EBV LMP1 NFkB: reduces LMP1-driven NF-kappaB luciferase signal | LMP1-induced NF-kappaB luciferase reporter cells, luminescence | inhibition, % at 12.5 µM | 350,000 tested, 0.69% active | AID 504558; in the data active = inhibition above about 41%;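 note: 0% = neutral control wells and 100% = reference inhibitor control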
# MC4R antag cAMP: antagonists of human melanocortin 4 receptor (MC4R); AID 540295; inhibition, % at 6.5 µM; P32245; MC4R-expressing cells, MTII-stimulated cAMP, LANCE TR-FRET; 360,000 tested, 0.48% active;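 active = inhibition above its plate's cutoff, the mean of tested wells on that plate plus 3 SD, cut at about 29% in these data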;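 note: 0% = Melanotan II alone and 100% = Melanotan II plus saturating MCL0020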
#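 Material: human MC4R-expressing U2OS cells. Probe or stimulus: Melanotan II challenge. Dosing: 6.5 µM single dose. Times: 30-min compound, 1-h challenge, 1-h detection, room temperature. Technique: TR-FRET with Eu-cAMP and labeled anti-cAMP, 671 nm. Replication: singlicate.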
# TLR9-MyD88 inh: TLR9-MyD88 interaction inhibition; 340,000 tested, 0.21% active; Q9NR96+Q99836; AID 504734; CHO BLA complementation TLR9-MyD88, CCF4 FRET ratio; inhibition, % at 4.98 µM;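 active = inhibition above the mean over all tested compounds plus 3 SD, cut at about 21% in these data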;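 note: 0% = DMSO only wells and 100% = clavulanate BLA inhibitor control wells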
# LRH-1 inv ag: suppresses constitutive activity of human LRH-1; O00482; HEK293T StAR-luciferase reporter, LRH-1 transfected, 24 h; inhibition, % at 3.6 µM; 360,000 tested, 0.13% active; AID 602396;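 active = inhibition above the mean inhibition of all tested compounds plus 3 SD, cut at about 73% in these data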;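 note: 0% = DMSO wells and 100% = reporter-only cells lacking LRH-1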
# SRC3 inh: inhibitors of human steroid receptor coactivator 3 (SRC3); HEK293 GAL4-SRC3 luciferase reporter, luminescence; Q9Y6Q9; 360,000 tested, 0.17% active; inhibition, % at 3.6 µM;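 active = inhibition above a per-campaign cutoff, the mean of all compounds plus 3 SD, cut at about 60% in these data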;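 note: 0% = DMSO-treated cells and 100% = gossypol-treated cells at 36 µM; higher means less SRC3-driven luciferase light from the GAL4 reporter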
# NOD2 RIPK2 PPI: inhibitors of human NOD2-RIPK2 interaction | AID 624267 | 360,000 tested, 0.38% active | CHO BLA complementation NOD2-RIPK2, CCF4 ratio | inhibition, % at 4.98 µM; in the data active = inhibition above about 21%;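 note: 0% = vehicle only and 100% = reference blocker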
# NR2F2 inh: NR2F2 (human) inhibition, primary screen | P24468 | HEK293T NGFI-A luciferase reporter, luminescence | inhibition, % at 8.6 µM | 370,000 tested, 0.7% active;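 active = inhibition above a per-plate cutoff, mean inhibition of test wells between control levels plus 3 SD, cut at about 38% in these data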;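 note: cells cotransfected with COUP-TFII expression vector driving the NGFI-A reporter; 0% = median of COUP-TF2 test wells and 100% = reporter-only cells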
# MC4R barr agon: activates human MC4R beta-arrestin recruitment; P32245; U2OS MC4R beta-arrestin complementation, luminescence; percent of melanotan II response, DMSO zero; activation, % at 8.9 µM; 360,000 tested, 0.98% active;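 active = activation above a per-plate cutoff, the mean activation of sample wells on that plate plus 3 SD, cut at about 8% in these data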
# NCOA2 inhibitor: human SRC2 (NCOA2) inhibition; HEK293 GAL4-SRC2 luciferase reporter, luminescence; inhibition, % at 9 µM; 370,000 tested, 0.17% active; AID 651957;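 active = inhibition above the mean inhibition of all tested compounds plus 3 SD, set per campaign, cut at about 52% in these data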;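 note: 0% = DMSO treated cells and 100% = cells given Gossypol at 36 µM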
# ABHD5 PLIN5 PPI: inhibitors of human ABHD5-perilipin-5 interaction. Q00G26+Q8WTS1. Split G. princeps luciferase complementation, luminescence, 4 h. inhibition, % at 4 µM. 360,000 tested, 0.78% active;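 active = inhibition above the mean inhibition across every tested compound plus 3 SD, cut at about 22% in these data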;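 note: 0% = DMSO only wells and the 100% control is not disclosed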
# * = called active by the depositor; · = not tested or not shown. These rows are one share of the data. The share of hits here may be higher or lower than overall.
SMILES,NCOA1 inh,EBV LMP1 NFkB,MC4R antag cAMP,TLR9-MyD88 inh,LRH-1 inv ag,SRC3 inh,NOD2 RIPK2 PPI,NR2F2 inh,MC4R barr agon,NCOA2 inhibitor,ABHD5 PLIN5 PPI
COc1cc2c(-c3cc(F)cc(F)c3)c(-c3ccsc3)oc(=O)c2cc1OC,12,-10,-6,-11,10,2,-4,21,-0.1,-12,0
CN(C)c1ccc(NC(=S)NC23CC4CC(CC(C4)C2)C3)cc1,-25,-67,-1,-11,-29,-41,8,1,0.8,-45,-11
O=C(Nc1ccccc1F)C1CC1c1ccccc1 (configuration not stated),-33,-7,0,-5,-22,-6,8,-13,-1.1,-4,2
Cc1cc(OC(=O)c2ccccc2F)c([N+](=O)[O-])c(=O)[nH]1,13,-4,10,-14,-14,6,-9,14,-4.8,-6,11
CC(NC(=O)CN(c1ccccc1F)S(C)(=O)=O)c1ccccc1 (configuration not stated),-3,6,8,-9,-1,5,-1,-12,-0.5,-14,-2
CC(C)NCCCCOc1ccc(Br)cc1Cl,4,2,-2,3,-5,11,-12,-19,-1.9,2,8
CCNC(=S)Nc1ccc(N(c2ccccc2)C(C)C)cc1,-27,3,-6,-14,-14,11,-1,·,0.6,·,-10
Nc1ccc(NC(=O)CCN2CCOCC2)cc1,-29,6,-3,6,8,-32,-2,12,-0.8,-23,-4
O=C(COC(=O)[C@@H]1CC(O)CN1S(=O)(=O)c1ccc(Cl)cc1)NC(=O)NCc1ccccc1 (some centres not stated),-8,3,6,-6,2,-20,-17,-10,-0.7,-27,-6
Cc1ccc(C(=O)NC(=S)Nc2cccc(NC(=O)c3ccccc3Cl)c2)cc1[N+](=O)[O-],6,6,9,-1,-14,0,-6,-7,-3.1,-15,0
C/C(CC(=O)Nc1cc(Cl)ccc1C)=N\NC(N)=O,-32,-2,9,-3,-7,11,6,-14,-1.4,3,-2
COc1ccc2c3n([n+]([O-])c2c1)CCN=C3c1ccc(C)cc1,-35,-7,-8,4,-5,-51,-16,-30,-1.1,-9,0
O=C(c1cccc(C(F)(F)F)c1)C1CCCN(Cc2cccc(OCCO)c2)C1 (configuration not stated),-2,-6,5,-2,13,16,2,11,-2.5,-39,13
C/C(=N\NC(=O)c1cc(C(C)C)[nH]n1)c1ccco1,-42,-9,-6,5,-29,-62,4,-26,-2.5,-26,-2
CCC(C)[C@H](NC(=O)N1CCC(C)CC1)C(=O)OC (some centres not stated),14,0,0,-2,6,-2,-8,11,-1.7,-14,-2
CC(=O)Nc1ccc(NC(=O)C2Cc3c(-c4cccc(C(C)=O)c4)ccnc3O2)cc1 (configuration not stated),-10,·,-5,·,-29,-6,-2,-13,1.3,-16,-5
COc1cc(NS(=O)(=O)c2cccc3nsnc23)cc(OC)c1,3,-1,-2,-7,19,3,-11,21,-0.8,-9,1
COc1cccc(C=C(C#N)C(=O)c2ccccc2)c1,-56,·,·,·,16,23,-7,-12,·,-15,12
Cn1cc(Br)c(C(=O)NC(=S)Nc2ccc(S(N)(=O)=O)cc2)n1,1,5,11,-6,3,-2,-10,2,0.2,-12,-6
O=C(COC(=O)c1cccc(Br)c1)NCCc1ccc(F)cc1,6,0,-4,4,-28,-5,-10,-6,-0.1,11,0
COCCNC(=O)C(c1cccs1)N(C(=O)Cn1nnc2ccccc21)c1cccc(C)c1 (configuration not stated),-2,-4,-3,-1,-8,16,-4,-12,-1.2,3,-5
CC(=O)[C@H]1[C@H](C#N)C[C@H]2[C@@H]3CC=C4C[C@@H](O)CC[C@]4(C)[C@H]3CC[C@@]21C,-1,-2,14,1,-10,3,-22,18,-0.5,6,-9
CC(C)CCNC(=O)CCCOc1ccccc1,-5,2,4,3,9,19,-2,-22,-2.1,5,-3
CN1C(C(=O)Nc2ccc(OC(F)(F)F)cc2)=CC(c2ccco2)=NS1(=O)=O,-7,4,5,2,-11,-13,-1,15,1.7,-5,-2
CCCCNS(=O)(=O)c1ccc2nc(SCC(=O)c3ccc(C#N)cc3)[nH]c2c1,-8,4,4,6,8,-3,-4,6,-2.4,15,-8
CCSc1nc2ccccc2n1S(=O)(=O)c1ccccc1,-7,8,-3,-2,-4,6,0,-10,-0.3,-8,-8
COc1ccc(N2C(=O)CC(NC34CC5CC(CC(C5)C3)C4)C2=O)c(OC)c1 (configuration not stated),7,-17,-1,-3,23,12,3,-1,-1.0,-11,20
CN1CCN(C(=S)Nc2cc([N+](=O)[O-])ccc2Cl)CC1,-4,2,4,-10,-15,3,-7,-4,1.9,-6,-11
Cc1ccc(SCCN)cc1C,4,5,24,-5,-5,13,-19,-4,-0.4,-52,0
CCN(CC)S(=O)(=O)N1CCC(C(=O)NCC2COc3ccccc3O2)CC1 (configuration not stated),-26,-1,2,-4,4,15,1,·,-2.2,·,-1
COc1cc(/C=N/NC(=O)CSc2nc3ccccc3n2C)cc(OC)c1OC,7,4,-5,-1,2,13,-6,-11,-0.5,-32,7
COc1cc(Cn2c3ccc(NC(=O)NCc4ccc(F)cc4)cc3c(=O)n2C)ccc1F,12,·,-7,·,-6,0,-3,17,-1.4,10,-6
Cc1ccc(C(=O)N/C(=C\c2ccc(-c3cccc([N+](=O)[O-])c3)o2)C(=O)NCCCN(C)C)cc1,2,36,-19,0,-8,3,9,-16,0.5,-4,9
C/C(N)=C(/C#N)C(=O)COC(=O)Cc1coc2cc(C)ccc12,4,-2,4,8,6,19,0,-1,0.3,0,-4
Cc1cccc(NC(=O)CSc2nc3c(oc4ccccc43)c(=O)n2-c2ccccc2)c1,-2,-3,3,-4,3,11,-15,-4,1.5,-8,15
COc1ccc(/C=C2/SC(=S)NC2=O)cc1OCc1ccccc1,-1,0,15,-4,-2,-23,16,2,2.8,-32,-5
CNC(=O)NC1CCCCc2sccc21 (configuration not stated),-9,6,-1,0,-4,2,-9,2,0.8,-13,6
CC(C)[C@H](NS(=O)(=O)c1ccc2c(c1)OCCO2)C(=O)OCC(=O)Nc1ccccc1,-40,-8,18,-3,-17,-3,-6,-8,0.8,-6,1
Cc1ccccc1C1NC(c2ccccc2C)C(C)C(=O)C1C (configuration not stated),20,1,2,-5,2,18,-8,10,2.4,7,-7
O=C(C1CCCN(S(=O)(=O)c2cccnc2)C1)N1CCN(c2ccccn2)CC1 (configuration not stated),4,-3,3,-8,17,12,-14,10,0.9,-3,3
O=C(CSc1nnc(-c2ccccc2F)o1)NC(=O)Cc1ccccc1,-8,4,2,-11,-1,-3,4,-11,-0.3,1,-6
CC(=O)C1=C(C)Nc2ncnn2C1c1ccccc1OCc1ccccc1 (configuration not stated),7,-5,6,7,-2,12,-2,5,-1.2,-2,0
CCOC(=O)c1[nH]c2cc3c(cc2c1NC(=O)CN1CC(C)CC(C)C1)OCO3 (configuration not stated),2,4,2,-7,10,-10,5,2,0.8,-2,-6
CC(=O)c1ccc(NC(=O)c2ccc3c(c2)C(=O)N(c2ccccn2)C3=O)cc1,-1,-5,-4,-12,-2,11,0,-14,-0.8,-5,-7
CS(=O)(=O)N(CCc1ccccc1)CC(=O)N1CCN(c2ccc(F)cc2)CC1,-2,13,4,-2,-4,5,-17,-13,-0.3,3,-7
OCCN(Cc1ccccc1)C(=S)Nc1ccc(Cl)cc1Cl,-18,-9,26,-7,-16,9,-8,3,2.3,-4,-2
O=C(Nc1c(F)cc(F)cc1Br)c1ccco1,-3,2,6,1,6,10,-5,·,0.9,·,6
CCOc1ccc(S(=O)(=O)NCC2CCCO2)cc1NC(=O)c1ccccc1F (configuration not stated),11,-6,8,-5,0,2,-3,-13,2.9,-26,2
COCCN1C(=O)COc2ccccc2C1C(=O)NC(C)(C)C (configuration not stated),·,·,·,·,-15,·,-9,8,·,2,-1
Cc1nn(-c2cc(Cl)ccc2N)c(=O)c2ccccc12,-5,-8,1,7,-20,2,-1,16,-2.3,1,10
COC(=O)c1ccccc1N(C)C(=O)C12CCC(C)(C(=O)O1)C2(C)C (configuration not stated),1,0,-6,-4,0,9,-7,-1,-2.2,-9,0
Clc1ccc(-n2ncc3c(NCc4cccs4)ncnc32)cc1,-85,-42,9,4,-35,-100,-7,-36,4.7,-24,3
Nc1nc(SC23CC4CC(CC(C4)C2)C3)ns1,1,-13,5,-2,7,4,-8,-15,0.3,-8,-5
CC1=C(C(=O)N(C(C)C)C(C)C)CC(CC(=O)NCCCCc2ccccc2)C(=O)N1Cc1ccccc1 (configuration not stated),0,7,12,1,-11,-10,2,8,5.3,-37,-5
CC1(C)NC(=O)C(CCc2ccccc2)NC1=O (configuration not stated),8,·,·,·,-20,-12,8,1,·,-32,-6
Cc1cc(C)nc(Nc2n[nH]c(-c3ccccc3C)n2)n1,-45,-32,6,-5,-112,-58,-4,-39,-0.8,-43,2
CN(C)C(CNC(=O)CCOc1ccccc1)c1ccco1 (configuration not stated),2,4,-2,9,-10,15,-3,13,-2.4,-15,3
COc1ccc(N2CC(C(=O)N3CCC(c4nc5ccccc5[nH]4)CC3)CC2=O)cc1 (configuration not stated),4,8,-2,-6,-15,-10,1,-24,-0.7,15,-11
O=C(OCc1ccccc1)N1CCC2CC1c1ccc(-c3ccc4c(c3)OCO4)cc12 (configuration not stated),2,-6,6,-3,-33,-12,18,5,0.1,7,-2
Cc1ccc(OCc2cc(C(=O)N(C)CCc3ccccc3)no2)cc1C,-48,-22,-1,4,-47,-93,-10,-53,-0.6,-9,-10
# (more compounds)
SMILES,NCOA1 inh,EBV LMP1 NFkB,MC4R antag cAMP,TLR9-MyD88 inh,LRH-1 inv ag,SRC3 inh,NOD2 RIPK2 PPI,NR2F2 inh,MC4R barr agon,NCOA2 inhibitor,ABHD5 PLIN5 PPI
COc1ccc(CNC(=O)/C=C/c2ccc(S(=O)(=O)N3CCOCC3)cc2)cc1,-11,4,1,-20,1,18,-5,6,-1.9,-9,-1
Cc1cccc(C(=O)NC2CC3CCCC(C2)N3Cc2ccccc2)c1 (configuration not stated),12,-7,-3,-9,10,11,9,11,0.6,-12,3
O=[N+]([O-])c1ccc(S(=O)(=O)N2CCN(Cc3c[nH]c4ccccc34)CC2)cc1,9,-4,8,-8,24,14,-20,-3,3.8,-9,10
COCCNc1nnc(SCC(=O)N2CCN(S(=O)(=O)c3ccccc3)CC2)s1,0,-1,-3,-3,7,-15,-5,9,-0.3,-3,-2
Cc1cc(C)c(C)c(OCC(=O)O/N=C(\N)c2cccnc2)c1,-17,1,0,4,11,-6,-10,0,-0.4,12,-2
CN(Cc1ccccc1)C(=O)C1CCN(S(C)(=O)=O)CC1,-15,-1,17,-1,5,16,-1,-32,0.8,-1,0
